FXIa inh 1536 = inhibitors of human coagulation factor XIa; AID 798; inhibition, % at 5 µM; P03951; 220,000 compounds, 0.14% hits; purified FXIa, Boc-Glu-Ala-Arg-AMC fluorogenic substrate;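 active = inhibition of at least 40%; inactive = inhibition below 40%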;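 also: fluorescence of freed AMC excited at 355 nm; 0% = enzyme without compound and 100% = no enzyme blank; many of its hits are not listed in these tables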
Rad51 HR inh = Rad51 (human) homologous recombination inhibition; hRad51 DNA strand exchange, fluorescence dequenching; inhibition, % at 10 µM; 200,000 compounds, 0.085% hits; AID 1385;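 active = inhibition above 40% at the single screening dose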;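 also: 0% = DMSO control wells and 100% = blanks with heterologous ssDNA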
Target sequence (Q06609 whole entry, looked up): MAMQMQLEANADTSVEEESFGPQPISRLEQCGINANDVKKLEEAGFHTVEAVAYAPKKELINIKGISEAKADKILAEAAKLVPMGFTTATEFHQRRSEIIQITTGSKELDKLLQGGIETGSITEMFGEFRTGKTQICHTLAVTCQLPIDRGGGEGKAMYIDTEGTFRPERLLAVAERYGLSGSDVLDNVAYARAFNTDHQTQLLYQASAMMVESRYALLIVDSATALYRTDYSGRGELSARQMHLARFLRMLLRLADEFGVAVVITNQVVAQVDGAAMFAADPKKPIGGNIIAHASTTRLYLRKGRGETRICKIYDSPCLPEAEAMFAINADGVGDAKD
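System: human Rad51 nucleoprotein filaments preassembled on unlabelled ssDNA. Reagent: labelled 47-mer dsDNA for strand exchange. Schedule: 30-min compound preincubation and 15-min exchange, both room temperature. Measured by: FRET fluorescence dequenching, excitation 485 nm, emission 520 nm. Read-out: Fluorescence-based percent inhibition, control- and blank-normalised. Benchmarks: plate controls and plate blanks.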
Hck Nef HTS = blocks Nef-activated human Hck kinase; P08631; Recombinant Hck-YEEI plus Nef, Z-Lyte FRET kinase assay; inhibition, % at 20 µM; 220,000 compounds, 0.68% hits; AID 463187;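 active = Hck-Nef kinase inhibition above about 50%, limit read from the data; inactive = inhibition below that limit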;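 also: 0% = DMSO with Hck plus Nef and 100% = Hck alone without Nef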
Target sequence (P08631 whole entry, looked up): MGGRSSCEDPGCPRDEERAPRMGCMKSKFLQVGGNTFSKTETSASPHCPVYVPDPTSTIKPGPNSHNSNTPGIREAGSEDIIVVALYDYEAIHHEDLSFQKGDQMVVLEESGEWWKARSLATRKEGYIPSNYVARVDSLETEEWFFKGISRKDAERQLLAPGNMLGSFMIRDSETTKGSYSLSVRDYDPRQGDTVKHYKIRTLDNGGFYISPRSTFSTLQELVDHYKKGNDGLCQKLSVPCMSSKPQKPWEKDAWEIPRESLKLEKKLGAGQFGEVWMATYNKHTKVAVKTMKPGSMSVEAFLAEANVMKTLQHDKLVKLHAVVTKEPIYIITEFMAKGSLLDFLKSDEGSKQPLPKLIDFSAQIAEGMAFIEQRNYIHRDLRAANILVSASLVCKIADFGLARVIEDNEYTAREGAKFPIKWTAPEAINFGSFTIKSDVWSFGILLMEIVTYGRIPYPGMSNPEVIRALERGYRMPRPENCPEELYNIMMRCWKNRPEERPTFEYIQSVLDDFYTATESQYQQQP
KLK5 inh = blocks human kallikrein 5 protease activity. Q9Y337. recombinant hK5, fluorogenic AMC substrate cleavage. inhibition, % at 5 µM. 210,000 compounds, 0.59% hits;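 active = inhibition of 40% or more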;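 also: 0% = enzyme controls without compound and 100% = no-enzyme blanks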
Target sequence (Q9Y337 67-293 limits assumed): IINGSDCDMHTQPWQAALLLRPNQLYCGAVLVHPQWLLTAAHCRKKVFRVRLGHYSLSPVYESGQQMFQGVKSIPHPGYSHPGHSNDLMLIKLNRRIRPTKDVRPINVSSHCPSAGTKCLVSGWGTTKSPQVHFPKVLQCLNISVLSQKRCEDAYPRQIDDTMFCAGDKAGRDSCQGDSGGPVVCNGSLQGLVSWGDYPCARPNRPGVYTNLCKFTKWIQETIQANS
FXIIa inh 1536 = blocks human coagulation factor XIIa protease activity. purified FXIIa, Boc-QGR-AMC fluorogenic substrate, 2 h. 220,000 compounds, 0.3% hits. inhibition, % at 5 µM. AID 800. P00748; in the data active = inhibition above about 40%;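 also: 0% = enzyme with no compound and 100% = blank without enzyme; many of its hits are not listed in these tables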
thrombin 1536 = inhibitors of human thrombin. inhibition, % at 5 µM. P00734. 220,000 compounds, 0.26% hits. alpha-thrombin, Boc-VPR-AMC fluorogenic substrate cleavage;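 active = inhibition at or above 40%; inactive = inhibition below 40%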;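 also: 0% = enzyme with no compound and 100% = wells without enzyme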
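System – human alpha-thrombin protein · Reagent – Boc-VPR-AMC substrate, 15 µM final · Compound – 5 µM single dose in 0.2% DMSO · Schedule – reaction at room temperature · Technique – AMC fluorescence at 355 nm excitation and 460 nm emission · Read-out basis – % inhibition relative to enzyme controls and enzyme-free blanks · Control set – no-compound enzyme wells and no-enzyme blanks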
TNF necrop inh = TNF-alpha cell death inhibition in Jurkat FADD-/- cells | Jurkat FADD-/- TNF necroptosis rescue, ATP luminescence, 24 h; 0 = TNF only, 100 = no-TNF cells | activation (protection from cell death), % at 10 µM | 220,000 compounds, 0.068% hits;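 active = activation, meaning protection from cell death, of at least 50% relative to plate controls; inactive = activation below 50%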;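 also: necroptosis triggered by 40 ng/mL TNF-alpha added together with compound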
KCC2 mod = modulates chloride dependent transport by human KCC2; KCC2 cells, thallium flux FluoZin-2 fluorescence; B-score of Tl+ flux slope (higher = more flux/activation; lower = inhibition) at 10 µM; 190,000 compounds, 2.2% hits; AID 1456;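 active = thallium flux slope and its plate-corrected score both differing from the plate sample mean at a set confidence after two filtering rounds, in either direction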;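 also: slope of fluorescence scaled to starting intensity during 10 to 20 s after thallium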
zVAD death inh = L929 zVAD cell death inhibition | L929 zVAD necroptosis rescue, ATP luminescence, 24 h; with zVAD 60 µM | viability rescue, % at 10 µM | 220,000 compounds, 0.38% hits | AID 1377;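 active = activation, scaled between plate controls, above about 75%, limit read from the data; inactive = activation under that limit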;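 also: 0% = zVAD with DMSO and 100% = DMSO alone without zVAD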
* hit, by the source's call; i = inactive; nt = no result given.

Sample of the layout (three entries):
SMILES | FXIa inh 1536 | Rad51 HR inh | Hck Nef HTS | KLK5 inh | FXIIa inh 1536 | thrombin 1536 | TNF necrop inh | KCC2 mod | zVAD death inh
CCOc1ccccc1NC(=O)NC1(C(=O)N2CCOCC2)CCCCC1 | -7 | 3 | 0 | -18 | 2 | -5 | 0.0 | -0.015 | 0.0
COc1ccc(S(=O)(=O)N(CC(=O)Nc2cccnc2)c2ccccc2OC)cc1 | -5 | -5 | 2 | -2 | 3 | -7 | 1.4 | nt | 0.4
O=C(NCc1ccccc1)C(c1ccccc1)N(C(=O)c1csnn1)C1CC1 (stereo not drawn) | -4 | -1 | 18 | -5 | 4 | -5 | 0.4 | -0.56 | 0.5

The list itself (from the top)
SMILES | FXIa inh 1536 | Rad51 HR inh | Hck Nef HTS | KLK5 inh | FXIIa inh 1536 | thrombin 1536 | TNF necrop inh | KCC2 mod | zVAD death inh
CCOc1ccccc1NC(=O)NC1(C(=O)N2CCOCC2)CCCCC1 | -7 | 3 | 0 | -18 | 2 | -5 | 0.0 | -0.015 | 0.0
COc1ccc(S(=O)(=O)N(CC(=O)Nc2cccnc2)c2ccccc2OC)cc1 | -5 | -5 | 2 | -2 | 3 | -7 | 1.4 | nt | 0.4
O=C(NCc1ccccc1)C(c1ccccc1)N(C(=O)c1csnn1)C1CC1 (stereo not drawn) | -4 | -1 | 18 | -5 | 4 | -5 | 0.4 | -0.56 | 0.5
O=C(CC(=O)N/N=C\c1ccc([N+](=O)[O-])cc1)NCCc1ccccc1 | -2 | nt | 15 | -3 | 2 | -3 | 2.2 | -1.7 | 2.2
CCCOc1ccc2c3c(c(=O)oc2c1OCCC)CCC3 | 0 | -6 | 0 | -4 | 1 | -2 | -1.4 | -1.7 | 4.7
CC(C)Oc1ccc(/C=N/NC(N)=S)cc1 | -1 | 0 | -2 | -4 | 6 | -7 | -8.3 | -0.42 | -0.6
COc1ccc(NC(=O)C2=C(C)C(=O)OC23CCC(C)CC3)cc1Cl (stereo not drawn) | 4 | -1 | 1 | -11 | 13 | -1 | 0.8 | 1.4 | 1.0
COc1ccc(-c2cc(=O)c3cc(C)ccc3[nH]2)cc1 | 1 | -1 | -1 | -7 | 10 | 2 | -0.1 | 0.29 | 4.6
CCS(=O)(=O)Nc1cccc(C2=NN(C(C)=O)C(c3cccs3)C2)c1 (stereo not drawn) | 14 | nt | -13 | 6 | 11 | -3 | 0.8 | 0.28 | 1.2
Cc1cc([N+](=O)[O-])nn1CCCC(=O)Nc1cc(Cl)ccc1Cl | -4 | 8 | 20 | -13 | 0 | -1 | 4.0 | -0.76 | 3.0
CCOC(=O)c1nnc(-c2ccccc2)nc1NCc1ccc(Cl)cc1 | -6 | -1 | 9 | 1 | -5 | -2 | -3.3 | -1.1 | 0.1
CCOC(=O)CCC(NC(=O)c1ccc(NCN2C(=O)CCC2=O)cc1)C(=O)OCC (stereo not drawn) | 2 | -1 | 5 | -10 | 16 | -1 | -1.8 | nt | 0.7
O=C(c1nn(Cc2ccccc2)c(=O)c2ccccc12)N1CCN(c2ccccn2)CC1 | 0 | -11 | 2 | -15 | 14 | -7 | -1.8 | -1.7 | -0.2
O=C(c1ccc2c(c1)OCCCO2)N1CCCCC1 | 5 | 12 | 11 | 7 | 5 | -6 | 1.3 | 0.77 | 0.8
CC1Cc2ccccc2N1C(=O)C1CCCN1S(=O)(=O)c1ccc(Cl)cc1 (stereo not drawn) | 2 | 8 | 2 | -12 | 12 | 1 | 1.7 | 0.66 | 1.7
O=C(NS(=O)(=O)c1ccc(NC(=O)C2CCCO2)cc1)c1ccccc1 (stereo not drawn) | -3 | -1 | 11 | -22 | 5 | -3 | -0.1 | -0.28 | -1.1
CC1(C)C(C=C(Cl)Cl)C1C(=O)N(Cc1ccc(Cl)cc1)C1CCS(=O)(=O)C1 (stereo not drawn) | -2 | 3 | 2 | -3 | 8 | -1 | 6.3 | 0.15 | 1.1
COc1cccc(-n2c(Cn3nc(C(F)(F)F)cc3C)n[nH]c2=S)c1 | -8 | 7 | 2 | -2 | 3 | -7 | 0.6 | -0.0068 | 0.2
CCCNS(=O)(=O)c1ccc(OCC(=O)N2CCCC2)cc1 | -2 | nt | 18 | 0 | 4 | -3 | -1.1 | 1.3 | 1.8
Cc1cccc(NC(=O)Cn2c(=O)oc3ccccc32)c1 | 0 | nt | 2 | -6 | 17 | 2 | 4.4 | nt | 2.1
Cc1c(S(=O)(=O)N2CCN(C(c3ccccc3)c3ccccc3)CC2)c(=O)n(C)c(=O)n1C | -4 | 6 | 2 | -24 | 6 | -7 | -3.1 | -0.085 | -0.1
O=C(COc1ccccc1-c1ccccc1)NN=C1CCCC1 | 1 | nt | 14 | -2 | 6 | 2 | 0.4 | -3.4* | 0.4
COc1ccc(/C=C\C(=O)CC(O)(c2ccccc2)C(F)(F)F)cc1 (stereo not drawn) | 1 | 3 | -2 | -2 | 4 | -7 | -6.2 | -2.7 | -0.6
COc1ccc(Cn2c(=O)[nH]c3cc(C(=O)NCCCN4CCCC4)ccc3c2=O)cc1 | -1 | nt | 5 | -11 | 19 | -1 | -3.7 | -0.24 | -0.4
CCOCCn1c(C(C)O)nc2ccccc21 (stereo not drawn) | 7 | -1 | 6 | -9 | 19 | 3 | -0.3 | 0.39 | 0.1
Clc1ccc(Cl)c2sc(N3CCCC3)nc12 | -3 | -1 | 6 | -5 | -6 | -2 | -0.1 | nt | 0.6
COc1ccc(C(CC(=O)NCCN2CCOCC2)NS(=O)(=O)c2ccc(C)cc2)cc1 (stereo not drawn) | -3 | 0 | 6 | -4 | 3 | -1 | -0.7 | nt | 0.8
Cc1cc2c(c(N)n1)c(=O)oc1ccccc12 | -4 | 1 | 6 | 2 | -18 | -6 | -1.0 | -0.082 | 69
Cc1sc(C(=O)NCc2cccnc2)c2nc(C)n(CC(=O)NCc3cccnc3)c(=O)c12 | 5 | -3 | 1 | -13 | -8 | 1 | 1.5 | 0.94 | 0.4
Cc1ccc(OCC(=O)N(Cc2ccccc2)c2ccccn2)cc1 | 1 | 3 | 1 | 4 | 7 | -5 | 0.2 | -0.47 | 0.5
COc1ccccc1NC(=S)NC(=O)C(C)C | 1 | 6 | -2 | -10 | 19 | 2 | -1.0 | 1.5 | -0.3
CN1CCN(C(c2cccnc2)c2ccc3cccnc3c2O)CC1 (stereo not drawn) | 12 | 4 | 0 | -6 | 16 | -3 | -7.2 | nt | -0.1
CCCNC(=O)N[C@@H](CCSC)C(=O)OC | 3 | 0 | -4 | -3 | 1 | -3 | -1.1 | 0.66 | 0.3
COCCCNc1c2c3c(cccc3[nH]c1=O)C(=O)c1ccccc1-2 | 2 | i | -7 | -7 | 10 | -3 | -7.7 | i | 5.3
CCN=C1S/C(=C\c2cc(OCC)c(O)cc2Br)C(=O)N1CC | 5 | nt | 4 | -14 | 8 | -2 | -5.4 | 0.47 | 0.4
CC1CCc2cc(F)ccc2N1C(=O)CSc1nnc2c(n1)[nH]c1ccccc12 (stereo not drawn) | -6 | -2 | 6 | -12 | -6 | -18 | -7.9 | -0.78 | 0.4
O=C(COc1ccccc1)Nc1ccccc1C(=O)NCc1ccco1 | -6 | -7 | 1 | -24 | 3 | -2 | -1.4 | -0.013 | -0.1
Nc1cc(C(=O)OCC(=O)NC(c2ccccc2)c2ccccc2)ccc1Cl | 11 | 1 | 3 | 2 | 14 | -12 | -0.9 | 0.37 | 85*
Cc1ccccc1N=CC=C1OC(C)(C)C(C)(C)O1 | 3 | 8 | 2 | 13 | 12 | -2 | 1.1 | -0.64 | 2.9
COc1cc(OC)cc(C(=O)NC(=S)Nc2ccc(NC(=O)c3ccco3)cc2)c1 | 5 | 11 | 3 | -9 | 7 | -3 | 2.3 | 1.6 | 0.6
Cc1ccc(Nc2c(-c3ccc(C)o3)nc3ncccn23)cc1 | 5 | nt | -73 | 2 | 8 | -7 | -1.2 | -0.49 | 0.0
CN1CCN(C(=O)c2ccc3c(c2)N(Cc2ccc(Cl)cc2)C(=O)c2ccccc2S3=O)CC1 (stereo not drawn) | -2 | 2 | -3 | -28 | 4 | -11 | 2.5 | 1.3 | -0.1
COc1ccc2[nH]c(=O)c(CN(CCO)C(=O)c3ccccc3F)cc2c1 | -16 | 3 | 0 | -29 | -15 | -2 | -1.9 | -0.86 | 0.1
CCC(C)NC(=O)Nc1ccc(Br)cc1 (stereo not drawn) | -4 | 6 | -5 | -19 | 9 | 4 | 2.2 | 0.37 | 1.9
OCCNc1nc2ccccc2n1CCN1CCCCC1 | 11 | -1 | 10 | -4 | 17 | -1 | 0.1 | 0.064 | -0.1
CC(O)CNc1nc2c(c(=O)n(C)c(=O)n2C)n1C/C=C/c1ccccc1 (stereo not drawn) | 3 | 3 | 0 | -11 | 15 | 2 | -6.7 | 0.082 | 0.9
O=C1NC(=Nc2cccnc2)S/C1=C\c1cccc(F)c1 | 13 | -67 | -16 | 1 | 4 | 1 | 4.7 | 0.01 | 4.6
COc1ccccc1N(CC(=O)NCC1CCCO1)C(=O)CNS(=O)(=O)c1ccc(Cl)cc1 (stereo not drawn) | -2 | 0 | 7 | -4 | 6 | -4 | 1.4 | 0.11 | 0.1
Cn1c(N)c(C(c2ccccc2)c2c(N)n(C)c(=O)n(C)c2=O)c(=O)n(C)c1=O | 24 | 1 | 3 | -19 | 26 | -3 | 1.6 | -0.88 | 0.9
Cc1ccc(C)c(-c2cc(C(=O)Nc3nccs3)c3ccccc3n2)c1 | 0 | -4 | 3 | 2 | 10 | 1 | -13 | -0.0016 | 0.3
NC(=O)c1ccccc1NC(=O)Nc1ccccc1Cl | 1 | -10 | 21 | 8 | 8 | -11 | -1.4 | -1.2 | 0.2
O=S(=O)(NCCSc1ccccc1)c1cccs1 | 8 | 10 | 1 | 33 | 7 | 23 | 0.6 | -0.39 | 0.9
Cc1ccc(-c2cc(C(F)F)n3ncc(C(=O)N4CCN(c5ccccn5)CC4)c3n2)cc1 | -11 | 4 | 20 | 14 | -4 | -5 | -7.6 | -2.2 | 7.5
NC(=O)C1CCN(C2=C(Cl)C(=O)c3ccccc3C2=O)CC1 | 6 | -1 | 1 | 2 | 5 | 2 | -25 | -2.4 | -1.1
Cc1ccc(C(=O)Nc2c(C)n(C)n(-c3ccccc3)c2=O)cc1S(=O)(=O)N1CCOCC1 | nt | 4 | 4 | nt | nt | nt | 1.0 | nt | 0.9
Cn1nnc(C(O)CNCc2cccs2)n1 (stereo not drawn) | -7 | -11 | -1 | -5 | -3 | -5 | -9.4 | 0.2 | 0.1
Cc1ccccc1NC(=O)C1c2cccc[n+]2CC(=O)N1Cc1ccc2c(c1)OCO2 (stereo not drawn) | -6 | 7 | 23 | -5 | 0 | 0 | -0.4 | 1.3 | 0.6
C=COC(=O)c1sc2nc(C)cc(C)c2c1N | -7 | -5 | 7 | -14 | -5 | -7 | 5.7 | 1.1 | 1.3
COc1ccc(-c2nc3cc([N+](=O)[O-])ccc3o2)cc1 | 10 | nt | -7 | nt | 27 | 15 | -0.3 | 0.73 | -0.3

Screening data (PubChem)

A portion of the library; the hit share may differ from the screen's.
